# M1 ag parental – nonselective activator or artifact in parental CHO-K1 cells. Fluo-8 calcium fluorescence; scaled to maximal ATP response, vehicle zero. AID 602248. hit rate 0.48% among 360,000. activation, % at 3 µM; in the data active = activation above about 15%;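 also: untransfected CHO-K1 host cells lacking M1 receptor as counterscreen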
# OXTR potentiator – human OXTR potentiation; P30559; CHO-OTR cells, Fluo-8 calcium fluorescence, potentiator mode; 0% = oxytocin EC15, 100% = EC100; activation, % at 3 µM; hit rate 0.061% among 320,000; AID 2445;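 active = activation above that plate's cutoff, the mean activation of tested compounds plus 3 SD, cut at about 6.6% in these data, passing the limit was not always enough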;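 also: 100% uses oxytocin at 75 nM as the full agonist control; some results filed as inactive read as strong as hits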
# Target sequence (P30559 whole entry, looked up): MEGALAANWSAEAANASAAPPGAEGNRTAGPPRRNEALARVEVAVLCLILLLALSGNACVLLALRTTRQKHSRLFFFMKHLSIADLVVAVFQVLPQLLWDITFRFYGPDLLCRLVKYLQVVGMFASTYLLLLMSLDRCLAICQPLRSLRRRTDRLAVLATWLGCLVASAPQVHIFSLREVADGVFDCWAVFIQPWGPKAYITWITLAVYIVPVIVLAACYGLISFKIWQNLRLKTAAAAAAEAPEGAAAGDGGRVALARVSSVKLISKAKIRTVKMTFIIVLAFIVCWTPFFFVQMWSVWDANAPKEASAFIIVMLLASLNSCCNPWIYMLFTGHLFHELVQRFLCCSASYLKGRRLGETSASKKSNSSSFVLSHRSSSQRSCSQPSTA
#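 System: human OTR in CHO cells / Also added: sub-maximal oxytocin, roughly EC15 / Control set: EC15 oxytocin low, 75 nM oxytocin high / Schedule: 6 min compound pre-incubation at room temperature, 100 s kinetic read / Compound: single-point 3.0 µM / Replication: singlicate / Technique: Fluo-8 calcium dye fluorescence / Read-out basis: % activation of max/min ratio relative to oxytocin controls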
# CHO parental Ca – counter-screen: ATP calcium response change in parental CHO cells; inhibition, % at 5.6 µM; hit rate 0.63% among 330,000; AID 463079; parental CHO-K1, ATP-induced calcium, Fluo-8 fluorescence;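 active = inhibition above that plate's mean sample inhibition plus 3 SD, cut at about 26% in these data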;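 also: 0% = ATP-challenged DMSO wells and 100% = DMSO wells without ATP; some compounds past the cut are filed as inactive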
#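 Assay system: parental CHO cells; Read-out basis: percent inhibition of ATP-evoked calcium rise, normalized to controls; Benchmarks: ATP and no-ATP DMSO wells; Compound dosing: single nominal dose of 5.6 µM per compound; Signal: Fluo-8 calcium dye fluorescence; Also added: ATP as calcium-mobilizing challenge; Repeats: singlicate.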
# TAAR1 antag – antagonists of human TAAR1. inhibition, % at 3 µM. CHO RD-HGA16 TAAR1, Fluo-8 calcium fluorescence, antagonist. Q96RJ0. hit rate 1.5% among 360,000;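 active = inhibition above a per-plate cutoff, the mean inhibition of test compounds on that plate plus 3 SD, cut at about 49% in these data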;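 also: 0% = DMSO plus EC80 beta-PEA response and 100% = DMSO alone without agonist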
# Target sequence (Q96RJ0 whole entry, looked up): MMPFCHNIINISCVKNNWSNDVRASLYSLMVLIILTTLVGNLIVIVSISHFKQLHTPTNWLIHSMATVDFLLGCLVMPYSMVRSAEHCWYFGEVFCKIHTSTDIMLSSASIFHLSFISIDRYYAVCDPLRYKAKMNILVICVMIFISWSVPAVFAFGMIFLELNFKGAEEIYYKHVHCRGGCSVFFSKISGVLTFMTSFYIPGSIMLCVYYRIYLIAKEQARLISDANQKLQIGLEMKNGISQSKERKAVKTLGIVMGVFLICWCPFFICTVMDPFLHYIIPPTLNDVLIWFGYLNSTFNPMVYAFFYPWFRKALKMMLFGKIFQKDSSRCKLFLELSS
#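 Assay system: RD-HGA16 CHO cells with stable hTAAR1 and Gα16 / Reagent: EC80 β-phenethylamine stimulus / Doses: 3 µM, single point / Timing: dye loading 75 min at 37 °C, then 30 min room temperature / Measured by: Fluo-8 intracellular calcium dye fluorescence, real-time kinetic reads / Controls: vehicle wells and EC80 agonist wells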
# CHRM1 antagonist – human CHRM1 antagonism; CHO-K1 hM1, Fluo-8 calcium fluorescence, ACh EC80 antagonist; inhibition, % at 3 µM; hit rate 1.3% among 360,000;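 active = percent inhibition above its own plate's cutoff, namely the mean of that plate's compound wells plus 3 SD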;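 also: peak over basal fluorescence ratio during 140 s after agonist addition; 0% = ACh EC80 plus DMSO and 100% = DMSO alone without agonist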
# TAAR1 ag – human TAAR1 agonism; CHO RD-HGA16 TAAR1, Fluo-8 calcium fluorescence; vehicle wells 0%, saturating PEA agonist 100%; activation, % at 3 µM; hit rate 0.99% among 360,000; AID 624467;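 active = activation above the mean activation of all test compounds in the run plus 3 SD, cut at about 38% in these data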
#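 Test system: RD-HGA16 (CHO) cells co-expressing Gα16 and hTAAR1 / Benchmarks: DMSO vehicle as 0%, PEA at EC100 as 100% / Repeats: no replicates (n 1) / Measure: % activation from peak over basal fluorescence ratio, DMSO-to-PEA scaled / Timing: 17-24 h plating, Fluo-8 75 min 37 °C, 30 min RT / Technique: kinetic Fluo-8 calcium fluorescence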
# CHO-K1 Ca antag – M1 antagonist counterscreen hit in parental CHO-K1 cells; ATP-induced calcium, Fluo-8 fluorescence; inhibition, % at 3 µM; hit rate 0.6% among 360,000;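 active = inhibition above a per-plate cutoff, the plate's mean sample inhibition plus 3 SD, cut at about 24% in these data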;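 also: 0% = DMSO plus EC80 ATP and 100% = DMSO alone without ATP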
# CHO-K1 Ca PAM – counter-screen for M1 PAMs: effect in parental CHO-K1 cells | ATP EC20, Fluo-8 calcium fluorescence; 0% at ATP EC20, 100% at ATP max | activation, % at 3 µM | hit rate 0.02% among 360,000 | AID 602247;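 active = activation above the run cutoff, the mean activation of all test compounds plus 3 SD, cut at about 40% in these data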;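 also: peak over basal fluorescence ratio in a 140 s read after ATP addition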
# M1 ag – agonists of human M1 muscarinic receptor; activation, % at 3 µM; CHO-K1 hM1, Fluo-8 calcium fluorescence, agonist mode; 0% DMSO, 100% acetylcholine EC100; hit rate 0.33% among 360,000;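 active = activation above the run's mean compound activation plus 3 SD, cut at about 16% in these data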;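 also: peak over basal fluorescence ratio within a 140 s kinetic read after compound addition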
# Numbers without * were called inactive; nt = not tested or not shown.
# Preview:
SMILES,M1 ag parental,OXTR potentiator,CHO parental Ca,TAAR1 antag,CHRM1 antagonist,TAAR1 ag,CHO-K1 Ca antag,CHO-K1 Ca PAM,M1 ag
Cc1csc(NC(=O)C2CCN(S(=O)(=O)c3ccc4c(c3)oc(=O)n4C)CC2)n1,1.9,-9,-8,11,-10,3,-5,15,-3
CC(C)C(=O)Nc1cccc(NC(=S)NC(=O)c2ccc([N+](=O)[O-])cc2)c1,1.1,-6,6,27,-6,11,14,4,-1

# Results (from the top)
SMILES,M1 ag parental,OXTR potentiator,CHO parental Ca,TAAR1 antag,CHRM1 antagonist,TAAR1 ag,CHO-K1 Ca antag,CHO-K1 Ca PAM,M1 ag
Cc1csc(NC(=O)C2CCN(S(=O)(=O)c3ccc4c(c3)oc(=O)n4C)CC2)n1,1.9,-9,-8,11,-10,3,-5,15,-3
CC(C)C(=O)Nc1cccc(NC(=S)NC(=O)c2ccc([N+](=O)[O-])cc2)c1,1.1,-6,6,27,-6,11,14,4,-1
CC1(C(=O)NS(=O)(=O)c2cccc(F)c2)CCN1C(=O)CC1CCCCC1 (configuration not stated),1.4,nt,nt,-1,-6,2,-10,22,-4
CN(C)C=NC(=O)c1cc(C(=O)c2ccccc2Cl)c[nH]1,0.6,-18,0,9,-14,2,-5,13,-4
COc1cccc(CNC(=O)C2CCN(S(=O)(=O)c3ccc4c(c3)OCCO4)CC2)c1,2.4,2,-11,1,3,1,-6,18,-4
O=C(NNC(=O)c1cccnc1)Nc1cccc2ccccc12,0.0,-3,-5,-5,-10,6,-11,17,-1
CC[C@H](C)Cc1cn([C@@H](CCCN=C(NC(=O)OC(C)(C)C)NC(=O)OC(C)(C)C)C(=O)NCCCCCCCCCCC(=O)N2CCN(C(=O)OC(C)(C)C)CC2)nn1,1.4,-15,-18,nt,29,nt,-7,2,-9
O=C(O)CN=CC1=C(O)CC(c2ccccc2)CC1=O (configuration not stated),0.6,-10,-7,5,-6,3,-12,6,-5
COc1cc(S(=O)(=O)Nc2ccncc2)ccc1F,3.0,-16,7,10,8,16,2,7,-5
Cc1cccc(NC(=O)C2CCN(S(=O)(=O)c3ccc4c(c3)OCCO4)CC2)n1,2.4,-6,-2,3,11,0,-10,-1,-3
Cc1ccc(-n2cnc3c(sc4nccc(N(C)C)c43)c2=O)cc1,0.5,-5,-11,-8,-16,11,1,6,-5
Cc1cc(C(=O)OC(C)C(=O)NC2CCCCC2)c(C)o1 (configuration not stated),-0.2,-2,-14,7,-11,12,-15,14,-7
C=CCn1c(N)c(C(=O)OCC(C)C)c2nc3ccccc3nc21,-0.3,nt,nt,1,-18,-3,1,6,-7
COc1ccc(C(OCC(O)CNC(C)c2ccccc2)c2ccc(OC)cc2)cc1 (configuration not stated),4.8,-10,-6,2,7,14,-11,16,5
CCOC(=O)/C(=N\Nc1ccccc1Cl)N1CCN(Cc2ccccc2)CC1,1.2,-10,-26,-5,-7,-1,-5,14,2
CC(c1ccon1)N(C)C(=O)c1ccc2nc(Cc3cccc(Cl)c3)oc2c1 (configuration not stated),1.5,-21,-11,-2,6,7,1,-3,5
CCn1cc(S(=O)(=O)NC(C)c2cc(OC)ccc2OC)cn1 (configuration not stated),0.2,-9,0,3,-10,0,-8,-10,-1
CCOC(=O)c1c(NC(=O)CC2Nc3ccccc3NC2=O)sc(C)c1C (configuration not stated),0.2,-3,-28,-22,-13,1,-6,17,-7
CNC(=O)c1ccccc1NC(=O)C1CC(=O)N(c2ccc(OC)cc2)C1 (configuration not stated),0.5,-20,-9,2,-8,9,-13,16,-6
CCOc1ccc(-c2nc(CN3CCCCC3CCn3cccn3)c(C)o2)cc1 (configuration not stated),0.0,5,-33,-24,-8,-1,7,-4,-8
CCN(CC)S(=O)(=O)c1ccc(C)c(C(=O)Oc2cccc(-c3cnc4ccccc4n3)c2)c1,0.7,-9,-5,2,3,4,6,6,-2
COc1ccc2[nH]c(=O)c(-c3noc(-c4ccccc4)n3)cc2c1,1.2,-4,-19,19,0,5,3,0,0
COc1nsnc1NS(=O)(=O)c1ccc(NC(=S)NC(=O)c2ccncc2)cc1,0.4,-25,-7,-16,-13,2,-7,14,0
COc1ccccc1N1C(=O)N(CC(=O)C(C)(C)C)c2ccccc2S1(=O)=O,1.0,-18,-15,-15,-10,2,-8,5,-2
O=C1c2ccccc2C(=O)N1CC1c2ccccc2CCN1S(=O)(=O)c1ccccc1 (configuration not stated),0.7,-12,-14,8,-11,5,-4,20,-2
CCOC(=O)c1c(-c2ccccc2)csc1NC(=O)c1cc(S(=O)(=O)N2CCOCC2)ccc1C,0.8,-8,-31,2,12,-1,-1,15,-8
CC1(c2ccc3c(c2)OCO3)NC(=O)N(CC(=O)Nc2ccccc2)C1=O (configuration not stated),1.8,nt,nt,13,-11,17,13,12,11
CCn1nc(C)c(NC(=O)c2cnn3c(C(F)F)cc(-c4ccccc4)nc23)c1C,1.6,-9,-17,9,0,7,-3,15,15
Cc1cc(NC(=O)COC(=O)C2CC2)ccc1Br,0.4,-9,-7,8,-13,5,7,-4,1
O=C(O)CSc1nc(-c2ccccc2)c(-c2ccccc2)[nH]1,0.5,-10,-6,-5,-8,0,-8,12,-3
Cc1ccc(C(=O)N2CCN(S(=O)(=O)c3ccccc3)CC2)cc1,-0.6,2,-9,-18,31*,3,7,-5,-6
O=C(NN1C(=O)/C(=C/c2cccs2)SC1=S)c1ccncc1,0.8,-5,-4,-30,-3,6,-7,13,-5
COc1ccc(NC(=O)CN(C)C(=O)C23CC4CC(CC(C4)C2)C3)cc1,2.3,-4,-14,-9,2,0,-7,17,-3
O=C(COC(=O)c1ccc(F)cc1Cl)NC1CCCCCCC1,-0.8,-4,-13,6,-2,0,-9,-13,-5
O=C(NNc1ccc(-c2csnn2)cc1)c1cc(Cl)cc(Cl)c1,-0.5,-1,-9,-8,-6,15,-2,9,-2
CNCCCc1[nH]nc(N)c1C#N,0.2,-22,-9,-12,0,-1,-8,14,-2
O=C(Cc1ccc(Cl)cc1)Nc1ccc(N2CCN(C(=O)c3ccco3)CC2)c(Cl)c1,0.8,-22,6,16,-9,8,-3,19,2
Nc1ccc(CCS(N)(=O)=O)cc1,0.3,-2,-6,-6,-15,5,-17,14,-4
O=C(O)COCC(=O)Nc1ccc(-n2cnnn2)cc1,1.7,-2,-9,-10,-12,5,-20,21,-1
CCOC(=O)C1CCCN(C(=O)c2ccc(OC)cc2)CC1 (configuration not stated),0.1,nt,nt,-11,-9,1,-2,7,-4
CCN(CC)C(=O)COc1ccc2c(c1)C(=O)CC(C)(C)O2,0.1,4,-7,-8,-18,1,-3,9,-3
Cc1cc2c(c(=O)n1Cc1cccnc1)C(Cc1ccccc1)C(C#N)=C(N)O2 (configuration not stated),0.9,0,-5,3,-3,-2,-12,16,-4
COc1cc(C(=O)Nc2ccc3c(c2)Cc2ccccc2-3)cc(OC)c1OC,0.1,-10,-10,41,10,22,17,-10,-6
COc1cccc(-c2cnc3c(c2)C(=O)N([C@H](C)CO)C[C@@H](C)[C@H](CN(C)C(=O)Nc2ccccc2F)O3)c1,0.8,nt,nt,-24,-1,5,2,-5,-6
O=C(/C=C/c1ccc([N+](=O)[O-])cc1)NCc1ccco1,0.7,3,-10,7,2,1,-2,16,-6
O=C(Nc1cccc(NC(=O)c2cccs2)c1)c1cccnc1,4.3,-14,20,27,-2,5,-6,13,-5
COC(=O)c1cccc2c(C(=O)O)cc(-c3ccccc3)nc12,0.2,nt,nt,-1,-15,3,4,-17,-3
COc1ccc(C)cc1Cn1c(S(C)(=O)=O)nc2ccccc21,0.8,-3,-17,1,-7,15,-19,14,-3
COc1ccccc1NC(=O)Nc1nc(CC(=O)Nc2ccc(F)c(F)c2)cs1,6.0,-16,13,42,13,13,10,-15,0
O=C(CCC1CCCCC1)NNC(=O)NC12CC3CC(CC(C3)C1)C2,-0.1,-8,-21,4,-7,5,-11,11,-2
COc1ccc(C(=O)NC2CC2)cc1OC1CCN(Cc2cc(C)cc(C)c2)CC1,0.2,-7,0,-6,13,0,-12,-12,-5
O=C(O)CCn1cc(/C=C2\SC(=S)NC2=O)c(-c2ccccc2)n1,5.3,2,-6,12,20,7,11,-4,-1
N#Cc1c(NC(=O)CCCC(=O)O)sc2c1CCCCC2,0.4,1,-2,10,11,0,-9,27,-4
Cc1ccc(CNc2ncnc3ccc(-c4ccoc4C)cc23)o1,2.8,nt,nt,-2,-9,-1,-4,15,-7
Cn1cccc1C(=O)NNC(=O)c1ccccc1Br,1.3,-10,-2,-28,-13,2,-8,17,-3
O=C(COc1ccc2ccccc2c1)N1CCNCC1,0.1,6,-7,-17,-21,5,-23,23,-3
COc1ccc(N2CCN(C(=O)CSc3ncnc4c3cnn4-c3ccc(OC)cc3)CC2)cc1,0.6,nt,nt,6,-7,4,-11,15,-2
O=C(CSc1nnnn1-c1ccccc1)NC(=O)Nc1ccc2c(c1)OCCO2,0.3,-19,-1,9,3,2,9,-4,0
COc1ccc(-n2c(Cc3cccn3C)nnc2SCC(=O)Nc2cccc(C)c2C)cc1,0.0,-20,-13,1,-12,3,-5,-4,-4
CCn1c(COc2ccc(C)cc2)nnc1SCC(=O)Nc1ccc(S(N)(=O)=O)cc1,0.0,-14,-1,3,2,7,-20,16,-6

# (continued)
SMILES,M1 ag parental,OXTR potentiator,CHO parental Ca,TAAR1 antag,CHRM1 antagonist,TAAR1 ag,CHO-K1 Ca antag,CHO-K1 Ca PAM,M1 ag
N/C(Cc1ccc([N+](=O)[O-])cc1)=N\OC(=O)COc1ccccc1Cl,0.1,-6,-12,-14,9,2,-13,1,-5
CCOC(=O)c1cc(C)sc1NC(=O)CSc1nnnn1C,-0.2,-7,-21,-32,-8,2,-2,2,-3
CCOC(=O)C1CCN(c2ncnc3c(C)csc23)CC1,15*,-19,17,7,40*,7,17,-26,6
COC(=O)c1cccc(Oc2cccc(Cl)n2)c1,-0.2,-5,-1,-6,-9,0,-1,16,-5
N#CCCN(C(=O)COC(=O)CCc1nc2ccccc2c(=O)[nH]1)c1ccccc1F,1.5,-8,-13,7,7,9,-16,22,-5
